TCR activator: T cell receptor activation | AID 504894 | 330,000 tested, under 10 active | primary human leukocytes, anti-CD3, IL-2 HTRF, 48 h | Potency, µM (titrated, usually from 9.22 µM), without a hit: at the highest dose activation of IL-2 secretion, actives largely listed as activators; also: % of control where 0% means no effect
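Readout: HTRF IL-2, Eu-cryptate/d2 antibody pair, 320nm excitation, 665nm emission. Stimulus: a-CD3 beads, no co-stimulation. Cells: primary human leukocytes. Exposure: 48 hr with compound.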
ELG1 repair inh: inhibitors of ELG1-dependent DNA repair in HEK293T cells; HEK293T ELG1-luciferase reporter, luminescence, 16 h; DNA damage induced by 5-fluorouridine; Potency, µM (highest dose often 46.1 µM), without a hit: at the highest dose activity change, negative = inhibition, actives largely listed as inhibitors; 330,000 compounds, 2.3% hits; AID 504467; also: potency is read from the fitted curve at half-maximal effect; % is scaled to controls: 0 for no effect and ±100 for the full control effect; nearly all actives have a fitted effect of over 55% in size
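HEK293T cells expressing luciferase-tagged ELG1 (2,000/well) received 5-Fluorouridine plus compound or DMSO for 16 hr at 37 °C. Luciferase was read by ONE-Glo luminescence after 30 min at room temperature.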
KCNH2 3.1 block: inhibitors of human KCNH2 3.1 potassium channel isoform; U2OS KCNH2 3.1, thallium flux FluxOr; stronger effect = lower value; activity change, % (tested at about 1.8 µM); 340,000 compounds, 0.95% hits; AID 720553;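 active = maximum activity change below -70%; inconclusive = maximum activity change from -70% to -50%; inactive = maximum activity change above -50%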;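 also: thallium influx rate constant from kinetic fluorescence after stimulation buffer; % is scaled to controls: 0 for no effect and ±100 for the full control effect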
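Measured as rate of thallium-driven FluxOr signal in transduced U2OS cells carrying the 3.1 channel, read kinetically for 2 min upon stimulation; values are rate constants scaled to DMSO control wells.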
KCNH2 WT inh: blocks the wildtype human KCNH2 potassium channel. Q12809. U2OS, BacMam KCNH2, thallium flux FluxOr; stronger effect = lower value. activity change, % at 1.84 µM. 340,000 compounds, 0.37% hits. AID 720551;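 active = maximum activity change below -70%; inconclusive = maximum activity change between -70% and -50%; inactive = maximum activity change above -50%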; also: % is scaled to controls: 0 for no effect and ±100 for the full control effect
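U2OS cells transduced with wild-type KCNH2 virus are loaded with FluxOr dye for 45 min, and thallium flux is measured in kinetic reads before and after stimulation buffer. Rate constants are normalized to DMSO controls.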
USP2a block: inhibitors of human ubiquitin-specific protease USP2a. O75604. USP2 core, Ub-CHOP2 coupled fluorogenic reporter, 485/531. Potency, µM (titrated, usually from 38.3 µM), without a hit: at the highest dose activity change, negative = inhibition, most hits filed as inhibitors. 330,000 compounds, 0.01% hits. AID 463254;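 also: potency is read from the fitted curve at half-maximal effect; plate controls were DMSO wells for no effect and full inhibition by NEM control for full effect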
Target sequence (O75604 whole entry, looked up): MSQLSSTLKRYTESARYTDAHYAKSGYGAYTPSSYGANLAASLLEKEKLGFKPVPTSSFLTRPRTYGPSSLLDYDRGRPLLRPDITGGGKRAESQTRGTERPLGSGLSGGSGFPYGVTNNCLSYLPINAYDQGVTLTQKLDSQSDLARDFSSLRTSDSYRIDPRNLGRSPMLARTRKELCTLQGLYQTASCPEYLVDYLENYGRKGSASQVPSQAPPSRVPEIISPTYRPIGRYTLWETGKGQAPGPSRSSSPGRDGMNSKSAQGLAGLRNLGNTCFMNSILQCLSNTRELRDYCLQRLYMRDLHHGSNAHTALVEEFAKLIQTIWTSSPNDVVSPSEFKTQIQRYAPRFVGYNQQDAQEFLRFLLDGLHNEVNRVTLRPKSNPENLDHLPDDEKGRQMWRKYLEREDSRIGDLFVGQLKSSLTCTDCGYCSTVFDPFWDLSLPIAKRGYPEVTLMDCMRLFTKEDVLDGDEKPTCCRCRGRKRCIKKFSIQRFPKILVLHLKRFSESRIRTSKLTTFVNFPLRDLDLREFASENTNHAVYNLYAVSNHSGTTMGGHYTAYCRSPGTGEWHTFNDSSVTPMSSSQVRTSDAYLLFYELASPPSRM
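Deubiquitinase activity read as fluorescence (485/531 nm) after Ub-CHOP2 cleavage activates the enterokinase reporter on its substrate; USP2 core 10nM, Ub-CHOP2 and substrate 25nM each, 30min compound preincubation then 60min RT; data normalized to NEM, curves fitted.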
Mito fusion yeast: blocks mitochondrial division or promotes mitochondrial fusion. S. cerevisiae fusion-defective mutant growth rescue, CellTiterGlo 48 h. 320,000 compounds, 0.23% hits. AID 485298. Potency, µM (titrated, usually from 46.1 µM), for inactives: at the highest dose growth rescue (activation), actives largely listed as activators;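 also: potency is read from the fitted curve at half-maximal effect; % of control where 0% means no effect; nearly all actives have a fitted effect of over 45% in size; temperature-sensitive fusion mutants such as fzo1-1 at 37 °C on non-fermentable ethanol glycerol medium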
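Luminescent cell viability in 1536-well qHTS format served as the measure of rescued growth in ts fusion-mutant S. cerevisiae cultured on non-fermentable YPEG for 48 hours at 37C.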
TSHR antag: human thyrotropin receptor antagonism; P16473; TSHR-expressing cells, TSH-stimulated cAMP HTRF, 2 h; stronger effect = lower value; activity change, negative = inhibition, % at 11.5 µM; 330,000 compounds, 0.2% hits;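 active = activity change below a set negative limit, meaning inhibition stronger than a set level, cut at about -70% in these data; inconclusive = activity change between two set negative limits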; also: % is scaled to controls: 0 for no effect and ±100 for the full control effect
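TSHR-expressing cells were treated with compounds, then stimulated with TSH at EC80 (4nM final) for 2 hours at 37 deg C. Cellular cAMP was measured by HTRF competition between lysate cAMP and cAMP-d2 for a cryptate-labelled anti-cAMP antibody.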
A-T KAP1 phos: potential ataxia-telangiectasia treatments restoring KAP-1 phosphorylation; AID 485349; […] A-T fibroblasts, KAP-1 phosphorylation AlphaLISA; neocarzinostatin DNA damage 30 min before lysis; Potency, µM (highest dose often 57.5 µM), for inactives: at the top dose activation, actives largely listed as activators; 320,000 compounds, 0.19% hits; also: potency is read from the fitted curve at half-maximal effect; % of control where 0% means no effect; nearly all actives have a fitted effect of over 45% in size
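ATM-like activity read as KAP-1 phosphorylation via AlphaLISA donor/acceptor antibody pairs after lysis and 6 hr at 25C. Cells were ATM-null patient fibroblasts ([…], hTERT), dosed 60 min, then exposed to the DSB inducer NCS for 30 min.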
Eya2 inh: inhibitors of human Eya2 phosphatase activity. 330,000 compounds, 0.006% hits. recombinant Eya2, OMFP fluorescence dephosphorylation (OMFP is methylfluorescein phosphate). O00167. Potency, µM (titrated, usually from 76.9 µM), for the others: at the highest dose activity, negative = inhibition, usual class: inhibitors; also: potency is read from the fitted curve at half-maximal effect; % is scaled to controls: 0 for no effect and ±100 for the full control effect
Target sequence (O00167 whole entry, looked up): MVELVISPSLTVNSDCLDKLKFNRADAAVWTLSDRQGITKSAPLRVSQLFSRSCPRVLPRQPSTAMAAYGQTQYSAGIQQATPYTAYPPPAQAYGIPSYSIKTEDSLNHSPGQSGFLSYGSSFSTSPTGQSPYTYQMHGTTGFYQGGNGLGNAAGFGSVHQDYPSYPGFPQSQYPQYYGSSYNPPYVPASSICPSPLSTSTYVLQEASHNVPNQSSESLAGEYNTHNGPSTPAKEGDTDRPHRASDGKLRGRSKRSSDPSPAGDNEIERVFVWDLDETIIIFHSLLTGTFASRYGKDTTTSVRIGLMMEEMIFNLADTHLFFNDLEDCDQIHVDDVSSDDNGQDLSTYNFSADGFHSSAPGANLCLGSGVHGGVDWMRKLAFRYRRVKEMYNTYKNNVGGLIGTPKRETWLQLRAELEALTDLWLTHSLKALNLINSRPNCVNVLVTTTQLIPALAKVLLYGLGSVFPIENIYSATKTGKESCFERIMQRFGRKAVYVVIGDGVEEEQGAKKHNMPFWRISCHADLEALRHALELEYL
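Eya2 protein (added as 0.2 uM solution) was preincubated with compound for 10 min at ambient temperature in 50 mM HEPES pH 7.5, 50 mM NaCl, 5 uM MgCl2, 0.05% BSA, 1 mM DTT. OMFP (added at 50 uM) then reacted 10 min; fluorescence read at 485/525 nm.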
TRPV1 agonist: human TRPV1 agonism. TRPV1-expressing cells, Fluo-8 calcium influx, agonist mode. 320,000 compounds, 0.19% hits. Q8NER1. activation, % at 8.33 µM. AID 540275; in the data active = activation above about 80%; inconclusive = between about 30% and that limit; also: 0% is about no effect
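Fluo-8 calcium influx in TRPV1-expressing cells, kinetic read (ex 480/em 520 nm). Compound added and read 3 min for agonist activity, followed by capsaicin at EC20 final and 2 min further read for enhancement.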
* marks the source's active call; other numbers are inactive results; ? = inconclusive; · = no result given; [ ] = remark or other dose. Unless noted, calls follow the shape of the dose curve; as a rule, active = well fitted curve in the direction sought with a large enough effect; inconclusive = small, poorly fitted or top-dose-only effect, or another doubt; inactive = no such curve, though single readings can be large; an effect the other way counts as inactive or inconclusive.

compound	TCR activator	ELG1 repair inh	KCNH2 3.1 block	KCNH2 WT inh	USP2a block	Mito fusion yeast	TSHR antag	A-T KAP1 phos	Eya2 inh	TRPV1 agonist
CN(C)C(CNC(=O)c1ccc(C(F)(F)F)cc1)c1ccco1 (centres undefined)	-3%	?	2	-25	-8%	2%	2	5%	11%	14
CCN1CCCC1CNC(=O)c1ccc(Sc2ccccc2Cl)c([N+](=O)[O-])c1 (centres undefined)	-14%	5%	?	25	-1%	-9%	0	1%	9%	0
CN(C)c1cc(Nc2cccc(O)c2)c([N+](=O)[O-])c2nonc12	-2%	1%	-8	4	1%	-2%	-14	-3%	7%	15
COc1ccc(CNCc2cccc(OC)c2OC)cc1Br	-2%	?	-47	·	-1%	2%	-2	-4%	12%	1
O=C(Cn1nnc(-c2ccccc2NC(=O)c2ccco2)n1)Nc1ccccc1	1%	-5%	-9	-9	-1%	-1%	-14	2%	8%	0
CC1=Nn2c(nnc2-c2cc(C)[nH]n2)SC1	-1%	3%	2	-1	-2%	-2%	2	18%	-2%	-6
COC(=O)c1ccc(C(=O)OC)c(NS(=O)(=O)c2ccc(NC(C)=O)cc2)c1	9%	-1%	7	6	6%	5%	-5	14%	6%	-2
Cc1nn2c(=O)cc(CSCC(=O)Nc3ccccc3Cl)nc2s1	-11%	0%	16	11	3%	0%	-10	7%	1%	1
COC(=O)Cc1c(O)ccn(Cc2cccc(C(F)(F)F)c2)c1=O	-9%	-1%	-15	0	1%	-4%	-10	2%	-4%	-3
CC(OC(=O)C1CCC1)C(=O)Nc1cc(Cl)cc(Cl)c1 (centres undefined)	4%	-2%	-2	-16	-6%	24%	-5	-1%	-7%	?
Cn1c(=O)c2c(nc(NC3CCCCC3)n2CC(O)COc2ccccc2)n(C)c1=O (centres undefined)	-2%	?	1	0	1%	8%	-12	10%	20%	8
CCCCCn1c(CN2CCCCC2C)nc2c1c(=O)n(C)c(=O)n2C (centres undefined)	-5%	-6%	1	-6	1%	0%	5	-4%	13%	16

Next section.
compound	TCR activator	ELG1 repair inh	KCNH2 3.1 block	KCNH2 WT inh	USP2a block	Mito fusion yeast	TSHR antag	A-T KAP1 phos	Eya2 inh	TRPV1 agonist
Cc1nc2ccccc2nc1OCC(=O)Nc1ccc2ccccc2c1	-2%[46.1 µM]	2%	-15	6	2%	-8%	-9	3%	-3%	-4
COc1ccc(N2CCN(C(=O)CNC(=O)c3ccco3)CC2)cc1	6%	17%	9	-3	1%	1%	1	1%	5%	-1
N#Cc1ccc(C(=O)Nc2nnc(-c3ccccn3)o2)cc1	-1%[46.1 µM]	?	-5	5	-3%	1%	-11	0%	-8%	-2
O=C(NCCCSc1ccccc1)c1cnc(Cl)c(Cl)c1	1%	-3%	5	7	2%	8%	-13	-14%	14%	12
Cc1ccccc1-c1nc(CS(=O)CC(=O)NC(C)CCc2ccccc2)c(C)o1 (centres undefined)	0%	5%	4	5	-2%	?	14	-10%	-14%	-10
Cn1c(SCc2nc3ccccc3[nH]2)nnc1-c1cccnc1	4%	?	-8	-8	2%	-3%	37	1%	4%	-2
Cc1cccc(-n2nc(CC#N)c(C#N)c2N)c1	9%	20%	7	6	-2%	-4%	-7	4%	0%	2
O=C(Nc1ncn[nH]1)c1ccccc1O	-4%	6%	2	-5	8%	-2%	-2	-5%	?	1
O=c1c2ccccc2nnn1COc1ccc(F)cc1Cl	5%	?	-1	-5	1%	2%	-6	4%	-2%	4
CCc1ccccc1NC(=S)N(CCN(C)C)C(C)c1ccco1 (centres undefined)	0%	-7%	0	4	3%	16%	16	-4%	0%	2
O=C(COc1ccccc1)NCC1CCCO1 (centres undefined)	-6%[46.1 µM]	17%	11	10	0%	-1%	-3	-3%	6%	2
CCc1noc(C)c1C(=O)N1CCCC(CCC(=O)NCc2cccc(OC)c2)C1 (centres undefined)	6%	1%	8	6	0%	-1%	-12	2%	10%	7

(cont.)
compound	TCR activator	ELG1 repair inh	KCNH2 3.1 block	KCNH2 WT inh	USP2a block	Mito fusion yeast	TSHR antag	A-T KAP1 phos	Eya2 inh	TRPV1 agonist
CN(CCO)c1c2c(nc3cc(-c4cccc(F)c4)nn13)CCCC2	1%	?	2	-10	-7%	5%	-6	·	6%	0
Cc1cc(C(=O)NCc2cccs2)nn1C	4%	8%	12	3	0%	-2%	2	1%	20%	3
CCCSc1nnc2nc3c(nn12)c1ccccc1n3C	-7%	4%	1	3	-1%	13%	-7	4%	-34%	1
COc1cc(OC)cc(C(=O)N2CCN(c3ccccc3F)CC2)c1	4%	?	8	-1	-1%	5%	-2	6%	18%	9
CC(C)(CNc1ccc(C(F)(F)F)cc1[N+](=O)[O-])N1CCOCC1	6%	-5%	5	34	-9%	-7%	67	-3%	-20%	-1
CCCNS(=O)(=O)c1ccc(OCC(=O)N(C)Cc2ccccc2)cc1	-3%	-5%	4	-3	0%	3%	6	-8%	-18%	-4
COc1ccccc1/C=N/OCC(=O)NCc1ccc2c(c1)OCO2	15%[46.1 µM]	-2%	1	-7	3%	-4%	1	·	2%	24
Cc1cc(Cl)cc(Br)c1OCCNCC(C)O (centres undefined)	-7%	0%	-4	33	2%	-9%	21	-2%	1%	-1
CCOc1ccc(NC(=O)c2cc3ccccc3cc2O)cc1	-3%	?	0	-3	8%	-13%	-9	7%	-3%	-2
COc1ccc(CC(=O)N/N=C(\C)c2cccnc2)cc1OC	0%	7%	10	-4	1%	-2%	2	-2%	1%	7
Cc1nc2ccccc2c(=O)n1NC(=O)c1ccc(Cl)cc1	2%	-18%	-15	-1	1%	16%	12	-2%	?	-1
Cc1ccc(C)c(OCCC(=O)OCC(=O)Nc2cc(S(=O)(=O)N3CCCCC3)ccc2C)c1	-2%	18%	16	9	2%	·	-11	6%	7%	·

Next part:
compound	TCR activator	ELG1 repair inh	KCNH2 3.1 block	KCNH2 WT inh	USP2a block	Mito fusion yeast	TSHR antag	A-T KAP1 phos	Eya2 inh	TRPV1 agonist
CCN(CC(=O)Nc1cc(S(=O)(=O)N2CCOCC2)ccc1Cl)Cc1ccccc1	-1%	18µM*	-4	1	-7%	?	-14	8%	4%	24
CC1CCCC(C)N1C(=O)COC(=O)CSc1ccc(C(N)=O)cc1[N+](=O)[O-] (centres undefined)	0%	6%	0	-8	-1%	1%	-14	10%	8%	2
O=C(Nc1ccc(-c2nnc3n2CCCCC3)cc1)c1cc2ccccc2o1	4%[46.1 µM]	?	-25	2	0%	-3%	-7	2%	-2%	-1
COc1ccc2c(COC(=O)c3n[nH]c4ccccc34)cc(=O)oc2c1	-4%	?	2	-1	3%	3%	-5	0%	-8%	-5
COc1ccccc1CNC(=O)C1CCN(S(=O)(=O)c2cccc([N+](=O)[O-])c2)CC1	2%	-13%	0	-11	-1%	0%	8	0%	-2%	0
COc1ccc(N2C(=O)C3CCCN3C2c2cccc(Br)c2)cc1 (centres undefined)	1%	10%	12	12	2%	-4%	8	7%	-7%	5
CC(Oc1ccc(/C=N/NC(=O)Cc2cccc3ccccc23)cc1)C(=O)O (centres undefined)	-7%	-16%	0	1	-2%	-2%	-4	-3%	-18%	-4
COc1ccc(-c2[nH]n(-c3ccc([N+](=O)[O-])cc3)c(=O)c2C=NCc2ccccc2)cc1	3%[46.1 µM]	0%	10	1	1%	0%	6	0%	5%	-4
CCOc1ccc(S(=O)(=O)N(CC(=O)N2CCc3ccccc32)Cc2ccco2)cc1	-7%	?	-7	-13	-6%	18%	3	10%	-19%	13
O=C1CCC(C(=O)Nc2ccccc2N2CCOCC2)=NN1	-9%	21%	-3	-6	1%	5%	7	0%	0%	0
O=C(COC(=O)c1cc(-c2ccccc2)nc2ccccc12)NC1CC1	1%	-23%	5	0	-1%	·	·	8%	-14%	·
C/C(=N\S(=O)(=O)c1ccc(C)cc1)N1CCCCC1	·	9%	-8	3	1%	4%	1	13%	8%	2

More compounds
compound	TCR activator	ELG1 repair inh	KCNH2 3.1 block	KCNH2 WT inh	USP2a block	Mito fusion yeast	TSHR antag	A-T KAP1 phos	Eya2 inh	TRPV1 agonist
COc1cc(/C(C#N)=C/c2ccccc2)c([N+](=O)[O-])cc1OC	-9%[46.1 µM]	?	-46	9	0%	19%	-8	·	-20%	2
Cc1c(C#N)c(N)nc(Cl)c1C#N	-12%	-16%	5	-8	0%	-4%	35	-9%	1%	2
COc1ccc(NC(=O)COc2ccc(/C=C/c3cccc[n+]3C)cc2OC)cc1	3%	7%	-8	-1	-1%	19%	-7	3%	0%	1
CC(=O)c1cccc(NC(=O)CSc2nc(N3CCCCC3)nc(N3CCCCC3)n2)c1	2%	?	-22	-23	1%	-3%	-9	-3%	-3%	?
Cc1cc(NCCO)nc(-n2nc(C)cc2C)n1	-16%	-1%	1	-2	1%	-5%	15	2%	6%	-3
CN(C)C(=O)CC12CC3CC(C1)CC(CC(=O)N(C)C)(C3)C2	0%	2%	14	-2	-1%	1%	4	0%	6%	3

Screening data as filed in PubChem.

The list is partial. The share of hits here may be higher or lower than overall.
